PAFAH1B2 FP inh = inhibitors of human PAFAH1B2 | 340,000 tested, 1.2% active | recombinant PAFAH1B2, FP-rhodamine activity probe, fluorescence polarization | AID 492953 | P68402 | inhibition, % at 3.39 µM;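 active means inhibition above the mean of all tested compounds plus 3 SD, cut at about 24% in these data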;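 further: 0% = enzyme with DMSO and 100% = wells lacking PAFAH1B2; many of its hits are not listed in these tables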
Target sequence (P68402 whole entry, looked up): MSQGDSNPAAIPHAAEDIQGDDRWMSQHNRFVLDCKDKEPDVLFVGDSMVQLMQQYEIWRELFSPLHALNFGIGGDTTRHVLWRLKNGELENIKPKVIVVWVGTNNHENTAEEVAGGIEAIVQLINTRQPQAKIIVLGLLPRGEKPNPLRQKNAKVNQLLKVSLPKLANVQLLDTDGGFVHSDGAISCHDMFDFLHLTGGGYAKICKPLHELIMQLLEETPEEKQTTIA
LYPLA1 inh = LYPLA1 (human) inhibition in PME1 counter-screen; O75608; 320,000 tested, 0.16% active; inhibition, % at 5.9 µM; AID 2174; recombinant LYPLA1, FP-Rh probe fluorescence polarization;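 active means inhibition above the mean of all tested compounds plus 3 SD, set per campaign, cut at about 14% in these data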;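 further: inhibitors block serine hydrolase probe labeling of LYPLA1 so polarization falls; 0% = enzyme with DMSO and 100% = wells lacking LYPLA1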
Target sequence (O75608 whole entry, looked up): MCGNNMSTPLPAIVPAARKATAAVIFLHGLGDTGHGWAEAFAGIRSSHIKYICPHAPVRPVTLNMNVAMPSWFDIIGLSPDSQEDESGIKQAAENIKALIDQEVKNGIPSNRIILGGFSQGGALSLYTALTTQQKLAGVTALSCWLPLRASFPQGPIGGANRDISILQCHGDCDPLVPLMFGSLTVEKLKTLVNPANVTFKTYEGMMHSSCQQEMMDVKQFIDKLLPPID
pPAFAH FP inh = pPAFAH (human) enzyme inhibition | Q13093 | recombinant pPAFAH, FP-rhodamine probe fluorescence polarization | inhibition, % at 3.39 µM | 330,000 tested, 1.5% active;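 active means inhibition above the mean inhibition across the screen plus 3 SD, cut at about 25% in these data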;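 further: inhibitors block binding of the rhodamine activity-based probe so polarization drops; 0% = enzyme with DMSO and 100% = wells lacking pPAFAH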
Fam108B counter = counter-screen for RBBP9 inhibitors: inhibitors of mouse Fam108B; recombinant Fam108B, FP-Rh probe fluorescence polarization; inhibition, % at 9.51 µM; 300,000 tested, 0.33% active;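 active means inhibition above the screen mean inhibition plus 3 SD, computed separately per campaign, cut at about 18% in these data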;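 further: inhibitors lower polarization as less probe binds the enzyme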
PME-1 inh = blocks human protein phosphatase methylesterase 1 | recombinant PME-1, FP-Rh probe fluorescence polarization | inhibition, % at 5.9 µM | 320,000 tested, 0.53% active | Q9Y570;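 active means inhibition above the campaign mean of all compounds plus 3 SD, cut at about 26% in these data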;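 further: competitive labeling of PME-1 active site by serine hydrolase directed probe; 0% = PME-1 with DMSO and 100% = wells lacking PME-1 enzyme; inhibitors block probe labeling so polarization falls and inhibition rises; many of its hits are not listed in these tables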
PAFAH2 inh = PAFAH2 (human) inhibition | Q99487 | recombinant PAFAH2, FP-rhodamine activity probe, fluorescence polarization | inhibition, % at 3.39 µM | 340,000 tested, 0.99% active | AID 492956;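 active means inhibition above the mean over all tested compounds plus 3 SD, cut at about 30% in these data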;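 further: inhibitors block probe labeling of enzyme so polarization drops; 0% = enzyme with DMSO and 100% = wells lacking PAFAH2 protein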
GSTO1 inh = blocks human GSTO1 in RBBP9 counter-screen | P78417 | recombinant GSTO1, activity-based probe fluorescence polarization | inhibition, % at 5.96 µM | 300,000 tested, 1.1% active;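 active means inhibition above the campaign mean inhibition plus 3 SD, cut at about 35% in these data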;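 further: 0% = GSTO1-1 with DMSO and 100% = wells lacking GSTO1-1 enzyme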
Target sequence (P78417 whole entry, looked up): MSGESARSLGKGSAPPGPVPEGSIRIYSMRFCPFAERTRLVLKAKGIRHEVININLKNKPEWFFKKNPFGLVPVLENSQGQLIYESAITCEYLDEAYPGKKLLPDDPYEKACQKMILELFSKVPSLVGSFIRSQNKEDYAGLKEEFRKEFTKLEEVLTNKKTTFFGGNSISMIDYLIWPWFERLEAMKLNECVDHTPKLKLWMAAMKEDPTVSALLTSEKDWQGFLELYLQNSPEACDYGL
PAD4 FP inh = PAD4 (human) enzyme inhibition; Q9UM07; recombinant PAD4, RCA probe fluorescence polarization; inhibition, % at 6.36 µM; 330,000 tested, 0.41% active;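 active means percent inhibition above a cutoff equal to the mean of all tested compounds plus 3 SD, cut at about 15% in these data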;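 further: 0% = PAD4 with RCA probe and DMSO and 100% = probe without PAD4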
PAFAH1B3 FP inh = PAFAH1B3 (human) inhibition; Q15102; recombinant PAFAH1B3, FP-rhodamine probe, fluorescence polarization; inhibition, % at 3.39 µM; 340,000 tested, 0.28% active; AID 492972;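 active means inhibition above the screen-wide average of all tested compounds plus 3 SD, cut at about 25% in these data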;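 further: 0% = enzyme with DMSO only and 100% = wells lacking PAFAH1B3 protein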
Starred values were filed as active, the others as inactive; · = no result given. These rows are one share of the data; count on the stated rates, not on these rows.

Molecule,PAFAH1B2 FP inh,LYPLA1 inh,pPAFAH FP inh,Fam108B counter,PME-1 inh,PAFAH2 inh,GSTO1 inh,PAD4 FP inh,PAFAH1B3 FP inh
Cc1cc(NS(=O)(=O)c2ccc(NC(=S)NC(=O)c3cccc(S(=O)(=O)N(C)C)c3)cc2)no1,2,-1,-2,-4,0,11,3,-2,12
Cc1cccc(NC(=O)CSc2nc3[nH]ncc3c(=O)n2-c2ccccc2)c1,·,0,-1,-1,-3,·,-2,-1,·
Cc1cc(C)n2nc(S(=O)(=O)N(CC(C)C)CC(C)C)nc2n1,6,-1,-4,-1,6,4,0,2,-2
COc1nc(C)nc2c1sc1nc3c(cc12)COC(C)(C)C3,0,-1,4,-1,0,0,2,-4,4
Nc1nnnn1/N=C/c1ccccc1OCc1ccc(Cl)cc1,4,-4,-4,-1,-5,-10,-1,-3,-2
Cc1ccccc1NC(=O)CSc1nc(N)c(C#N)cc1C#N,2,0,1,-2,0,-1,3,3,2
Cc1nn(CC2CC2)c(=O)n1-c1ccccc1F,3,-2,2,0,-3,0,-4,-1,5
O=S1(=O)[C@H]2C[C@H](CO)O[C@@]2(CO)CN1Cc1ccc(-c2cccc(Cl)c2)cc1,2,·,12,·,·,0,·,-1,4
C/C(=N\NC(=O)C1CC1c1ccccc1)c1cccc([N+](=O)[O-])c1 (centres undefined),1,-1,5,0,-8,7,-5,-5,9
O=C(COc1ccc(Cl)cc1)N1CCCC1,0,2,2,2,6,4,-3,-1,-7
Cc1cc(N2C(=O)CC(N3CCN(C(c4ccccc4)c4ccccc4)CC3)C2=O)no1 (centres undefined),6,5,4,-6,3,0,3,-2,8
CC1CCCCC1NC(=O)COC(=O)COc1ccccc1F (centres undefined),11,·,11,·,·,1,·,3,3
CC(=O)Nc1ccc(-c2cn3cccnc3n2)cc1,5,-2,-1,-5,-5,4,1,5,0
O=C(/C=C/c1ccc(Cl)cc1Cl)N1CCc2ccccc21,3,-1,1,3,-1,12,-2,-2,10
O=C(Cc1ccsc1)NNC(=O)c1ccccc1O,4,2,6,2,-2,15,38*,8,12
COc1cccc(N2C(=O)CN(Cc3cc(OC)c(OC)c(OC)c3)C2=S)c1,2,0,1,1,-6,2,5,4,13
O=C(Cc1cccc2ccccc12)N1CCCc2ccccc21,14,3,0,2,5,-1,-5,1,2
O=C(c1ccc(Cl)cc1)N1CCc2c([nH]c3ccccc23)C1C(F)(F)F (centres undefined),2,-6,-9,-4,-12,10,7,-14,8
COc1ccccc1NS(=O)(=O)c1cc(NC(=O)c2cccs2)ccc1N1CCCC1,-6,-15,-1,7,-14,-33,-9,-4,-3
CCc1ccccc1N(CC(=O)N1CCN(c2ccc(F)cc2)CC1)S(C)(=O)=O,0,-2,0,-3,-5,0,-1,5,-3
Cc1cccc(C(=O)OCC(=O)N2CCCC2=O)c1[N+](=O)[O-],11,3,3,2,-5,29,7,2,5
CCOC(=O)c1sc(NC(=O)C(CC)Sc2nccn2C)nc1C (centres undefined),3,1,2,0,5,-6,4,-2,4
COc1ccc(CN2CC(C(=O)NCCC(C)C)CC2=O)cc1 (centres undefined),5,-1,0,-2,-3,-2,-1,-2,2
Cc1ccnc(NC(=O)CCC(=O)c2cccs2)c1,4,-1,5,-2,-1,15,7,-9,2
CCc1c(C(=O)NN2C(=O)C3CCCCC3C2=O)csc1C (centres undefined),3,3,1,4,14,4,-1,-2,-6
COc1ccc(NCC(O)Cn2c(C)c(C)c3ccccc32)cc1 (centres undefined),5,0,9,3,1,17,-2,-1,7
CCN(CC)c1ccc(C2C(C(=O)Nc3ccccn3)=C(C)NC3=C2C(=O)CC(C)(C)C3)cc1 (centres undefined),-3,-2,8,-2,4,-4,-1,3,10
O=[N+]([O-])c1ccc(CSc2nnc(Cc3ccccc3)n2-c2ccc(F)cc2)cc1,2,3,14,2,10,1,-2,-3,7
CSc1cccc(CNC(=O)C2CCC(=O)N(CCCN3CCCC3=O)C2)c1 (centres undefined),0,-4,6,-5,-2,4,1,-3,-3
COC(=O)c1ccc(C(=O)OC)c(NC(=O)CSc2ccccn2)c1,-5,-1,0,12,-3,-3,5,-1,-1
Cc1ccc(C(=O)c2c(NC(=O)c3ccncc3)sc3c2CCCC3)cc1,-2,1,-4,-7,-8,-8,0,0,-3
CCOc1cc(/C=N/NC(=O)CN2CCCCC2)ccc1OCc1ccc(Cl)cc1,-1,2,3,0,-5,8,0,-2,-1
N#Cc1ccc(COC(=O)c2ccccn2)cc1,·,0,7,-1,4,·,2,-3,·
Cc1cc(C(F)(F)F)nc(SCC(=O)NC2CC3CCC2C3)n1 (centres undefined),2,2,-2,0,-1,-4,-1,-2,8
Cc1nc(CNC(=O)c2ccccc2OC2CCN(S(C)(=O)=O)CC2)cs1,7,0,1,1,4,7,1,-2,2
O=S(=O)(c1cccs1)N1CCN(Cc2ccccc2)CC1,-5,3,0,-1,2,-3,2,6,4
COC(=O)CN1C(=O)COc2ccc(Cl)cc21,-3,-1,1,1,2,-6,-11,-1,2
COc1ccccc1NC(=S)NCCc1c[nH]c2ccccc12,9,-3,3,2,13,2,2,-4,9
CC(C)=CCN1CCN(CC#Cc2ccccc2)CC1CCO (centres undefined),3,0,6,-2,3,-3,5,1,1
CCOC(=O)N1CCC(NC(=O)CCCN2C(=O)CSc3ncccc32)CC1,1,-1,0,1,0,-1,4,1,-1
Cc1cc(C(=O)N/N=C/c2cccc([N+](=O)[O-])c2)c(C)n1-c1ccccc1,3,2,12,4,29*,-3,-5,1,8
COc1ccc(C2CC(c3cccc(Br)c3)=NN2c2ccc(S(N)(=O)=O)cc2)cc1 (centres undefined),2,·,32*,·,·,-3,·,3,7
CCOC(=O)Cn1nc(C)n(-c2ccc(Cl)cc2)c1=O,-2,2,2,-2,-6,-3,6,2,8
COC(CNC(=O)C(C)n1nc(C)c2ccccc21)OC (centres undefined),5,-2,5,-2,-2,7,6,-6,11
COc1cccc(CN(C)C(=O)CSCC(=O)Nc2ccc(C)cc2)c1OC,-3,0,0,4,0,3,1,1,2
CC(=O)Nc1sc(N/N=C/c2ccccc2)nc1-c1ccc(C)cc1,8,2,9,4,9,6,16,2,6
CCOC(=O)CSc1nc(-c2ccccc2)ns1,3,2,6,-2,-2,0,3,-4,11
O=[N+]([O-])c1cccc(-c2ccn[nH]2)c1,-1,1,2,-4,1,0,2,-3,12
Cc1nc(SC2CCOC2=O)c2c(C)c(C)sc2n1 (centres undefined),-1,5,3,-2,4,3,-4,-1,11
Cc1c(C(=O)O)oc2c3c(ccc12)OCCO3,3,0,1,-3,-3,9,4,-4,9

More structures:
Molecule,PAFAH1B2 FP inh,LYPLA1 inh,pPAFAH FP inh,Fam108B counter,PME-1 inh,PAFAH2 inh,GSTO1 inh,PAD4 FP inh,PAFAH1B3 FP inh
CCn1c(COc2ccc(C)cc2)nc2ccccc21,0,-2,6,2,3,-1,-19,-6,-2
Cc1ccc(C2(c3ccccc3)NC(=O)N(CC(=O)N(C)C3CCS(=O)(=O)C3)C2=O)cc1C (centres undefined),-2,5,-1,·,1,5,·,-4,6
Cc1cc(C(=O)COC(=O)c2ccccc2NCCO)c(C)n1CC1CCCO1 (centres undefined),2,2,10,7,-2,4,9,7,7
O=S(=O)(Nc1ccccc1N1CCOCC1)c1ccc(Cl)cc1,8,3,3,·,12,4,·,0,3
CC(=O)c1sc(=S)n(-c2ccccc2)c1C,1,-1,1,0,-3,4,7,-3,3
CN1CCN(C(=O)/C(=C\c2cccs2)NC(=O)c2ccco2)CC1,-1,-5,-6,1,-1,3,-1,-3,5
O=C(COc1c(F)c(F)c(C(F)(F)F)c(F)c1F)Nc1ccc(N2CCOCC2)c(Cl)c1,0,-7,8,5,-1,4,8,-5,4
Cc1ccccc1N(CC(=O)NCCc1ccccc1)C(=O)c1ccc(N2CCCC2)nc1,6,0,0,7,-2,-13,7,2,5
COCCSc1nnc(NC(=O)c2ccc(OC)c([N+](=O)[O-])c2)s1,4,1,3,-1,-5,3,2,-5,5
COc1ccc(OC)c(/C=c2\sc3nc(-c4cccs4)nn3c2=O)c1,4,1,4,0,2,0,-9,0,9
Cc1onc(-c2ccccc2)c1C(=O)Nc1nnc(N(C)Cc2ccccc2)s1,9,4,8,2,-6,-65,5,-1,5
CCN1C(=O)c2ccc(C(=O)Nc3ccc(O)cc3C)cc2C1=O,2,2,3,1,-1,3,-3,2,-3
COc1ccc(-c2nc3c(s2)CCc2onc(-c4ccc(Br)cc4)c2-3)cc1,-1,-5,0,-1,1,-2,1,0,1
COCCCn1c(=O)c2ccccc2n2c(=S)[nH]nc12,4,-2,5,-1,3,2,3,4,1
CN(C)c1nc(Oc2ccc(N)cc2)nc(N(C)C)n1,-2,-3,0,3,-1,13,6,0,-1
CCOc1ccc(NC(=O)c2ccccc2C(=O)c2ccccc2)cc1OCC,3,1,4,1,-2,-2,-4,0,2
N#CCC(=O)N/N=C/c1ccc(OS(=O)(=O)c2ccccc2)cc1,6,-11,-6,-3,-11,2,2,0,3
COc1ccc(OCC(=O)NC(=O)c2ccccc2)c([N+](=O)[O-])c1,7,4,1,·,2,5,·,1,2

From PubChem BioAssay
